# Source: PubChem BioAssay
# TCR CD3 inh = blocks the human TCR-CD3 interaction; TAMRA-labeled TCR probe fluorescence, biochemical; inhibition, % at 9.4 µM; hit rate 0.37% among 360,000; AID 651800; in the data active means inhibition above about 19%;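 further: recombinant mutant TCR 2C K166C tagged with TAMRA read by polarization; 0% = receptor in buffer alone and 100% = receptor with positive control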
# mABHD4 FP = inhibits mouse alpha/beta hydrolase domain 4. Q8VD66. purified mABHD4, FP-Rh probe fluorescence polarization. inhibition, % at 8.92 µM. hit rate 0.54% among 370,000. AID 720543;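 active means inhibition exceeding the mean over every tested compound plus 3 SD, cut at about 30% in these data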;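 further: 0% = plate median of compound wells and 100% = S159A mutant with DMSO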
#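 Material: mouse ABHD4 enzyme, wild type; Benchmarks: S159A mutant high control, sample median low control; Buffer or medium: HEPES pH 7.0, NaCl, Pluronic buffer; Signal: fluorescence polarization; Read-out: percent inhibition of probe binding, normalized to plate controls; Timing: pre-incubation 45 min, probe exposure 60 min, at 25 °C; Dosing: 8.92 µM, single dose.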
# SIAE inh = inhibitors of human sialic acid acetylesterase SIAE. inhibition, % at 9.66 µM. hit rate 0.69% among 370,000. Q9HAT2. SIAE FP-Rh probe binding, fluorescence polarization;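 active means inhibition above a cutoff: mean of compounds within the control limits plus 3 SD of those, cut at about 17% in these data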;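 further: 0% = plate median of compound wells and 100% = probe without SIAE protein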
# Target sequence (Q9HAT2 whole entry, looked up): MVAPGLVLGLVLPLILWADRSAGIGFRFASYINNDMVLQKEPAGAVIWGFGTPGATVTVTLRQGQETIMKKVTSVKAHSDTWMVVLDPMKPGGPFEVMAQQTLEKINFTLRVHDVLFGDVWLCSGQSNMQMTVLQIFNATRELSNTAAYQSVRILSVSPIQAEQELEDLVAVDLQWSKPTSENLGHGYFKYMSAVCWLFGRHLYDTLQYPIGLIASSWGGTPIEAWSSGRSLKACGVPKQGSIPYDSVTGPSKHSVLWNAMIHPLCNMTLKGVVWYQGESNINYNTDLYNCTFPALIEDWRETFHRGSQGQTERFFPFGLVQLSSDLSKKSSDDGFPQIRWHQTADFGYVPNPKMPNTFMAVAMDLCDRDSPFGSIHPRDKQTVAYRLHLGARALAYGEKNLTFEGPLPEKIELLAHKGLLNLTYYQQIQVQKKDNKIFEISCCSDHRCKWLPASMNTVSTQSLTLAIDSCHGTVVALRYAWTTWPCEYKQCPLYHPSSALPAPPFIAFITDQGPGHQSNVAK
# rCAG RNA binder = r(CAG) repeat RNA binding; hit rate 1.3% among 370,000; inhibition, % at 3 µM; TO-PRO-1 dye displacement fluorescence;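 active means inhibition above the plate cutoff, the mean of all test compounds on that plate plus 3 SD, cut at about 35% in these data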;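 further: 0% = DMSO alone and 100% = 100 µM mitoxantrone as full dye displacement; higher means more dye released from RNA so lower well fluorescence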
# PRMT1 FP inh = inhibitors of human PRMT1 | Q99873 | recombinant PRMT1, activity-based probe fluorescence polarization | inhibition, % at 2.79 µM | hit rate 1.3% among 370,000 | AID 652257;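 active means inhibition above about 21% made by adding two undisclosed values, limit read from the data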
# NPR2 activator = GC-B (human) receptor activation | hit rate 0.11% among 370,000 | P20594 | HEK293-GC-B cells, CNP EC30, cGMP TR-FRET; 0% at EC30 CNP, 100% saturating CNP | activation, % at 10 µM;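 active means activation at 10 µM reaching about 35% in either raw or pattern-adjusted values, limit read from the data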
# HTRA1 inhibitor = HTRA1 (human) protease inhibition. Q92743. recombinant HTRA1, FP-rhodamine activity-based probe, fluorescence polarization. inhibition, % at 5.96 µM. hit rate 0.5% among 340,000; in the data active means inhibition above about 36%;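 further: 0% = enzyme with DMSO and 100% = wells lacking enzyme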
# MBD2 DNA inh = MBD2-methylated oligo binding inhibition; Q9UBB5; TR-FRET, MBD2 binding to methylated oligonucleotide; inhibition, % at 4.4 µM; hit rate 0.31% among 370,000; in the data active means inhibition above about 13%
# Target sequence (Q9UBB5 whole entry, looked up): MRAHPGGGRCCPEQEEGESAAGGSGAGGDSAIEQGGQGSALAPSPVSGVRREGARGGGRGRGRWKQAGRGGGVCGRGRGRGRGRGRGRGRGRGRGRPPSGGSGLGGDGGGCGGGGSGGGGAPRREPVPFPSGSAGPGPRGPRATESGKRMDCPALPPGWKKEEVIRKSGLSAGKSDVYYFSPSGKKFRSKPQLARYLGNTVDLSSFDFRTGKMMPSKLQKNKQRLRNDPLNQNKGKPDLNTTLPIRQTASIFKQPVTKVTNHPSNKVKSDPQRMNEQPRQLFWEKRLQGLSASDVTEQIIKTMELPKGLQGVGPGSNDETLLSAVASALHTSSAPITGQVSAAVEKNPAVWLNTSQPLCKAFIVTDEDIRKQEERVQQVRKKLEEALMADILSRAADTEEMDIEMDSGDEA
# UHRF1 MBD2 ctr = human UHRF1 methylated DNA binding inhibitors; AID 687016; hit rate 0.75% among 370,000; inhibition, % at 4.4 µM; UHRF1 binding to methylated oligo, TR-FRET; Q96T88; in the data active means inhibition above about 21%;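 further: UHRF1 SRA domain binding a hemimethylated CpG hairpin DNA probe; 0% = median of test compound wells and 100% = reference inhibitor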
# GC-A act = GC-A (human) enzyme activation. HEK293 GC-A cells, cGMP TR-FRET, EC30 ANP; 0% at EC30 ANP, 100% saturating ANP. P16066. activation, % at 10 µM. hit rate 0.14% among 370,000; in the data active means activation above about 40%
# Active calls of the source: *; x = not tested or not shown. Some of the compounds tested. The share of hits here may be higher or lower than overall.
SMILES,TCR CD3 inh,mABHD4 FP,SIAE inh,rCAG RNA binder,PRMT1 FP inh,NPR2 activator,HTRA1 inhibitor,MBD2 DNA inh,UHRF1 MBD2 ctr,GC-A act
Cc1cc(C)nc(SCC(=O)NC2CCCCC2C)n1 (stereo unspecified),6,6,-2,-6,-1,2,1,-4,0,0
COC(=O)c1cc(NS(=O)(=O)c2ccc(C)c3ccccc23)ccc1N1CCOCC1,-5,1,-1,4,5,-4,-3,-2,4,-5
COc1cccc(-n2c(SCC(=O)N3CCc4ccccc43)nnc2-c2c[nH]c3ccccc23)c1,-2,-8,-1,4,-3,1,-4,3,-1,-2
CC(OC(=O)c1cccs1)C(=O)NC1CCCCC1C (stereo unspecified),2,-2,0,1,-1,8,-1,2,0,0
CCOc1ccc(N(CC(=O)NCc2cccs2)S(=O)(=O)c2c(C)noc2C)cc1,2,-1,-2,-2,3,-2,-7,-4,-1,5
COC(=O)C[C@H]1c2cc(F)ccc2S(=O)(=O)N1Cc1ccccc1,-5,5,9,1,1,-3,-8,1,-1,-3
CCCCOC(=O)c1ccc(NC(=O)CSc2nncn2C)cc1,-2,1,-5,-3,-2,3,-4,1,0,0
COc1ccc2c(c1OC)C(=O)N1C2SC(C)(C)[C@H]1C(=O)NCCCOC(C)C (stereo partly specified),-4,0,9,-5,5,4,2,3,-2,3
O=C(c1cc(-c2ccc3c(c2)OCO3)on1)N1CCN(c2ccccc2)CC1,8,-3,-4,-3,-3,-2,-17,1,-1,4
CC/C(C)=N/N1C(=O)c2ccccc2NC1(C)CC (stereo unspecified),-2,-3,6,2,-2,6,2,2,-5,2
Cc1cccc(N2CCN(C(=O)c3cc(S(=O)(=O)N(C)C)ccc3N3CCCC3)CC2)c1C,-9,1,10,-4,1,-2,0,2,0,0
COc1ccc(S(=O)(=O)NCc2ccncc2)cc1NC(=O)c1ccccc1,10,0,-2,-2,-2,-3,-13,16*,33*,1
COc1ccc(C(O)(c2ccccc2OC)C(CN2CCOCC2)c2ccccc2)cc1 (stereo unspecified),-11,0,-1,-10,4,-13,-10,1,0,-38
COc1ccc(C2=NN(C(=O)CCC(=O)O)C(c3cccs3)C2)cc1 (stereo unspecified),1,-3,8,2,-3,1,5,1,1,0
CCOC(=O)c1cn2nc(Oc3ccc(OC)cc3)ccc2n1,-3,2,-2,-3,1,-1,2,2,2,0
C[C@@H]1CN([C@H](C)CO)S(=O)(=O)c2ccc(-c3cccc(C#N)c3)cc2O[C@H]1CN(C)C(=O)Nc1cc(F)ccc1F,-5,-12,-2,4,-1,1,-27,-4,-2,5
CCOc1cc(-c2cc(-c3ccc(N)cc3)nc(N)c2C#N)ccc1O,2,10,2,1,0,-1,32,-2,-2,8
O=C(CSCC(=O)OCC(=O)c1ccc(Br)cc1)Nc1cccc2ccccc12,-5,-6,-3,10,8,-11,-10,6,2,1
CCC(=O)c1ccc(O)c(CC=C(C)C)c1,4,-7,-6,2,-1,-2,-5,-3,-2,-2
CN(CCC#N)C(=O)COC(=O)c1ccc(Cl)c(S(=O)(=O)N(C)c2ccccc2)c1,-1,2,-8,-3,4,2,-4,1,0,4

# 16 consecutive compounds already listed, quoted:
SMILES,TCR CD3 inh,mABHD4 FP,SIAE inh,rCAG RNA binder,PRMT1 FP inh,NPR2 activator,HTRA1 inhibitor,MBD2 DNA inh,UHRF1 MBD2 ctr,GC-A act
CCOc1ccc(N(CC(=O)NCc2cccs2)S(=O)(=O)c2c(C)noc2C)cc1,2,-1,-2,-2,3,-2,-7,-4,-1,5
COC(=O)C[C@H]1c2cc(F)ccc2S(=O)(=O)N1Cc1ccccc1,-5,5,9,1,1,-3,-8,1,-1,-3
CCCCOC(=O)c1ccc(NC(=O)CSc2nncn2C)cc1,-2,1,-5,-3,-2,3,-4,1,0,0
COc1ccc2c(c1OC)C(=O)N1C2SC(C)(C)[C@H]1C(=O)NCCCOC(C)C (stereo partly specified),-4,0,9,-5,5,4,2,3,-2,3
O=C(c1cc(-c2ccc3c(c2)OCO3)on1)N1CCN(c2ccccc2)CC1,8,-3,-4,-3,-3,-2,-17,1,-1,4
CC/C(C)=N/N1C(=O)c2ccccc2NC1(C)CC (stereo unspecified),-2,-3,6,2,-2,6,2,2,-5,2
Cc1cccc(N2CCN(C(=O)c3cc(S(=O)(=O)N(C)C)ccc3N3CCCC3)CC2)c1C,-9,1,10,-4,1,-2,0,2,0,0
COc1ccc(S(=O)(=O)NCc2ccncc2)cc1NC(=O)c1ccccc1,10,0,-2,-2,-2,-3,-13,16*,33*,1
COc1ccc(C(O)(c2ccccc2OC)C(CN2CCOCC2)c2ccccc2)cc1 (stereo unspecified),-11,0,-1,-10,4,-13,-10,1,0,-38
COc1ccc(C2=NN(C(=O)CCC(=O)O)C(c3cccs3)C2)cc1 (stereo unspecified),1,-3,8,2,-3,1,5,1,1,0
CCOC(=O)c1cn2nc(Oc3ccc(OC)cc3)ccc2n1,-3,2,-2,-3,1,-1,2,2,2,0
C[C@@H]1CN([C@H](C)CO)S(=O)(=O)c2ccc(-c3cccc(C#N)c3)cc2O[C@H]1CN(C)C(=O)Nc1cc(F)ccc1F,-5,-12,-2,4,-1,1,-27,-4,-2,5
CCOc1cc(-c2cc(-c3ccc(N)cc3)nc(N)c2C#N)ccc1O,2,10,2,1,0,-1,32,-2,-2,8
O=C(CSCC(=O)OCC(=O)c1ccc(Br)cc1)Nc1cccc2ccccc12,-5,-6,-3,10,8,-11,-10,6,2,1
CCC(=O)c1ccc(O)c(CC=C(C)C)c1,4,-7,-6,2,-1,-2,-5,-3,-2,-2
CN(CCC#N)C(=O)COC(=O)c1ccc(Cl)c(S(=O)(=O)N(C)c2ccccc2)c1,-1,2,-8,-3,4,2,-4,1,0,4

# (next part)
SMILES,TCR CD3 inh,mABHD4 FP,SIAE inh,rCAG RNA binder,PRMT1 FP inh,NPR2 activator,HTRA1 inhibitor,MBD2 DNA inh,UHRF1 MBD2 ctr,GC-A act
CC(=O)/C=C1\OCc2ccccc21,0,-6,-6,2,5,-1,x,9,19,1
Cc1ccc(OCC(=O)N(Cc2ccco2)c2c(N)n(Cc3ccccc3)c(=O)[nH]c2=O)cc1C,11,-2,-3,2,0,0,1,-6,0,-2
Cc1ccc(NC(=O)CSc2ccc3c(c2)OCCO3)nc1,-6,3,5,-1,11,3,-7,6,3,4
COc1cc(Cl)c(C)cc1NC(=O)COc1ccc(C)nc1[N+](=O)[O-],4,1,2,2,-6,0,2,-6,2,1
COc1ccc(C(=O)C2CCCN(Cc3ccc4nonc4c3)C2)c(OC)c1 (stereo unspecified),-5,-2,1,-7,-1,4,-9,5,1,1
COc1cc(Cl)c(C)cc1NC(=O)CN(C)C1CCS(=O)(=O)C1 (stereo unspecified),-9,7,5,6,3,-1,8,-2,2,0
O=C(NCSc1ccncn1)c1ccccc1,3,7,5,-1,49*,-2,-1,4,0,2
COc1ccccc1/C=C/C(=O)Nc1ccc(S(=O)(=O)Nc2cc(C)nc(C)n2)cc1,0,-12,-16,23,5,3,-6,1,-2,1
Cc1ccccc1C(=O)N1CCN(c2ncccn2)CC1,8,-1,1,-3,-3,0,4,1,-1,1
COc1ccc(Cc2nnc(NS(=O)(=O)c3ccc([N+](=O)[O-])cc3)s2)cc1,8,-3,3,44*,3,3,-3,-6,0,-8
CCCSc1nnc(NC(=O)CSc2sc3c(O)cc(=O)[nH]c3c2C#N)s1,31*,0,-38,65*,34*,-7,-29,2,16,-2
COc1cc(NC(=O)CSc2nnc(-c3ccncc3)o2)cc(OC)c1OC,1,-2,7,-3,3,0,9,-7,-1,1
Clc1ccc(-c2ccc(CNCC3CCCO3)o2)cc1 (stereo unspecified),7,-1,2,-8,-5,-4,5,1,-3,-2
O=C(NC1CCCCC1)C(c1ccccn1)N(C(=O)c1csnn1)c1ccccc1F (stereo unspecified),1,1,9,-3,-6,6,3,2,1,-2
Brc1cc(Br)cc(CN2CCSCC2)c1,0,-2,1,-3,2,-10,x,-4,0,-5
Cc1nc(-c2cc(-c3nc(-c4ccc(C(F)(F)F)cc4)no3)no2)cs1,1,-3,0,-1,-1,3,-2,1,-1,-1
COc1cccc(OC)c1C(=O)Nc1ccc2c(c1)N(S(=O)(=O)c1cccs1)CCC2,-3,-21,-8,6,0,5,-6,-1,-4,4
O=C(O)/C=C/C(=O)N1CCN(c2cccc(Cl)c2)CC1,7,6,5,1,2,-3,-5,-6,0,-1
CC(=O)c1c(C)[nH]c(C(=O)OCC(=O)NCCCc2ccccc2)c1C,4,3,1,0,-1,-2,2,2,4,1
O=c1[nH][nH]c2c1[C@H](c1ccc(Cl)cc1)O[C@H](C1CCCCC1)C2,1,3,2,9,0,4,x,-3,-9,3
CCn1c(=O)cc(NC2=NCC(C)CN2c2cccc(Cl)c2)n(C)c1=O (stereo unspecified),5,-2,8,-2,-3,-2,2,0,-1,6
CC1(C(=O)Nc2ccc3c(c2)OCCO3)CSCC(=O)N1CCCN1CCOCC1 (stereo unspecified),10,-1,4,1,-2,9,x,-2,0,0
O=C1NC(=O)C(c2ccccc2[N+](=O)[O-])=C1Nc1ccc(O)c(Cl)c1,20*,43*,19*,9,14,-1,27,-11,-4,-8
CC(C)(C)C(=O)Nc1nnc(-c2ccccc2)c(-c2ccccc2)n1,-3,5,1,-6,5,-5,-2,-1,9,0
CCn1cc(C(=O)N2CCc3ccccc32)c(=O)c2cc(S(=O)(=O)N(C)C3CCCCC3)ccc21,2,2,2,3,-4,7,-12,-1,3,-3
CC(C)[C@H](NC(=O)CC1CCCC1)C(=O)N1CCC[C@H]1C(=O)NCc1ccccc1,-1,-3,-3,1,-3,7,x,1,3,2
C/C(=N\NC(=O)c1nn(C)c(C)c1Br)c1ccc(NC(=O)c2ccoc2C)cc1,3,-1,1,4,0,9,1,-1,2,3
C=CCc1ccc(OCCn2nnc3ccccc32)c(OC)c1,-3,-6,1,-3,-4,-1,-2,-1,-2,-4
CC(=O)c1ccc(NC(=O)C(C)Nc2ccc(Cl)cc2)cc1 (stereo unspecified),5,0,2,0,2,2,-2,2,-2,2
CC(CNC(=O)COC(=O)c1cccs1)c1ccccc1 (stereo unspecified),6,7,-2,-1,-3,1,18,-3,3,0
COC(=O)/N=C/c1c(NCc2ccccc2)nc2c(C)cccn2c1=O,11,-5,5,0,-3,3,-5,0,-3,11
Cc1ccccc1CN1CCCCC(NC(=O)c2c(F)cccc2F)C1=O (stereo unspecified),x,2,7,0,0,-3,x,8,-1,1
O=C(Nc1ccc(Br)cc1)/C(=C/c1cccc([N+](=O)[O-])c1)NC(=O)C1CCCCC1,7,-7,-45,4,-1,-1,-2,0,-3,-2
NC(=O)C1CCCN(C(=O)CCc2nnc(C3(c4ccc(Cl)cc4)CCC3)o2)C1 (stereo unspecified),2,1,-2,-8,-1,2,0,4,1,-1
Cc1c(NCc2cc(Cl)ccc2O)c(=O)n(-c2ccccc2)n1C,1,-2,4,1,1,-1,1,4,0,0
O=[N+]([O-])c1cc(Cl)ccc1N1CCN(c2cccc(C(F)(F)F)c2)CC1,-3,-1,-1,0,-1,-8,-6,1,0,-6
